# Screens deposited in PubChem BioAssay by Sanford-Burnham Center for Chemical Genomics.
# H9c2 TAG inh – inhibitors of triacylglycerol accumulation; inhibition, % at 12.5 µM; 230,000 tested, 0.66% active; H9c2 cells, Nile Red lipid (TAG) fluorescence; cells loaded with 200 µM oleic acid;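 active = pattern-corrected inhibition of lipid staining of at least 50% with the nuclear-stain viability signal not falling by more than 50%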;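 also: 0% = DMSO wells and 100% = triacsin C control wells; some results filed as inactive read as strong as hits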
# H9c2 TAG inh DAPI viability – also measured in H9c2 TAG inh; calls as there; DAPI nuclei signal change (viability), lower = more cytotoxic, %;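 whole-well DAPI fluorescence read on a plate reader as a viability signal; minus 50 percent equals half of cells still viable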
# Starred values were filed as active, the others as inactive.
no.	compound	H9c2 TAG inh	H9c2 TAG inh DAPI viability
1	COC(=O)C1=C(c2ccc(Cl)c(C(F)(F)F)c2)C[C@@H]2CC[C@H]1N2C	-6	9
2	N=C1c2ccccc2CN1c1cccc([N+](=O)[O-])c1	6	4
3	c1ccc(N2Cc3ccccc3-n3nncc3C2)nc1	14	-8
4	CC(C)(C)N1CC(C(=O)c2ccccc2)C1c1ccccc1 (stereo unspecified)	-10	14
5	O=[N+]([O-])/C=C1\NCCN1Cc1ccc(Cl)nc1	2	4
6	Cc1ccccc1-n1c(C)nc2sccc2c1=O	5	-4
7	CC1([N+](=O)[O-])COP(=O)(Nc2ccccc2F)OC1 (stereo unspecified)	-30	-4
8	CCn1ccnc1CN1CCCC(C(=O)c2cc(C)c(OC)c(C)c2)C1 (stereo unspecified)	-13	4
9	COc1ccc(-c2n(-c3ccccn3)c3ccccc3[n+]2-c2ccccn2)cc1	-18	7
10	CCOC(=O)C1(c2ccccc2)CCN(CCC(=O)Nc2cccc(Br)c2)CC1	0	9
11	N#Cc1c(/N=C/C2C(=O)NC(=S)NC2=O)sc2c1CCCC2	-1	-6
12	CCOC(=O)c1cccc([P+](=O)O)c1	6	2
13	O=P(Oc1ccccc1)(Oc1ccccc1)N1CCOCC1	0	2
14	CC(C)CCNC(=O)CN1C(=O)CN=C(c2ccccc2)c2ccccc21	1	-4
15	CCCCn1c(O)c(C=NCc2ccc3c(c2)OCO3)c(=O)[nH]c1=O	1	3
16	Cn1cc(C(=O)NCc2ccccc2)c2ccccc21	-34	-4
17	COC1CCCCC1NCCc1ccccc1 (stereo unspecified)	-6	-5
18	O=C(c1cc(F)ccc1F)C1CCCN(Cc2ccc3nonc3c2)C1 (stereo unspecified)	-14	6
19	COCCCNC(=O)c1c(N)n(Cc2ccco2)c2nc3ccccc3nc12	13	22
20	O=C1C2CCN(CC2)C12CC2c1ccc(C(F)(F)F)cc1 (stereo unspecified)	6	-6
21	Cc1nn(Cc2ccccc2)c(C)c1C(=O)OCC(=O)Nc1ccccc1SCC#N	11	-4
22	Cc1cc(C)c(C(=O)N2CCC3(CC2)OCCO3)c(C)c1	-2	5
23	COc1ccc(/C=C2/C(=O)NC(=O)N(c3ccccc3)C2=O)cc1CN1C(=O)c2ccccc2C1=O	-5	-9
24	Cc1ccc(OC(F)F)c(N2C(=O)C3C4CCC(O4)C3C2=O)c1 (stereo unspecified)	6	-2
25	O=C(NCCN1CCOCC1)c1ccc(Cl)nc1	0	2
26	Cc1ccccc1-n1c(CNc2ccccc2)nc2ccccc2c1=O	-8	-16
27	CC(C)c1ccc(C(c2c(O)c3ccccc3oc2=O)c2c(O)c3ccccc3oc2=O)cc1	-5	-2
28	O=c1c2ccccc2nc(-c2ccccc2)n1-c1ccncc1	-4	7
29	CCOC(=O)C(c1c(O)c2ccccc2oc1=O)c1c(O)c2ccccc2oc1=O	3	-9
30	CC(C)Nc1ccc(Nc2ccccc2)cc1	42	-29
31	CCOC(=O)C1=C(N)Oc2c(c(=O)oc3ccccc23)C12C(=O)N(C)c1ccccc12 (stereo unspecified)	-3	1
32	CC(C(=O)O)N(C(=O)c1ccccc1)c1ccc(F)c(Cl)c1 (stereo unspecified)	3	-1
33	COc1ccc(CC2(CCc3ccccn3)C(=O)NC(=O)N(c3ccccc3C)C2=O)cc1OC (stereo unspecified)	-6	-2
34	COc1ccc(NC(=O)c2cc([N+](=O)[O-])ccc2N2CCNCC2)cc1	34	6
35	CN1CCN(c2nc3ccccc3o2)CC1	1	4
36	Cc1ccc(S(=O)(=O)c2nc(-c3ccccc3Cl)oc2N(C)C2CCN(C)CC2)cc1	32	-23
37	CCCNC(=O)N1[C@H]2CC[C@@H]1C(C(=O)OC)=C(c1ccc(F)cc1OCc1ccccc1)C2	10	2
38	O=S1(=O)N(CCN2CC=C(c3c[nH]c4cc(F)ccc34)CC2)c2cccc3c2N1CCC3	-13	16
39	COC(=O)C1=C(c2ccc(F)cc2OCc2ccccc2)C[C@@H]2CC[C@H]1N2C(=O)NCc1cccc(F)c1	5	2
40	C[C@]12CC[C@H](O)C[C@@H]1CC[C@@H]1[C@@H]2CC[C@]2(C)C(=O)CC[C@@H]12	2	-1
41	CCCCCCn1c(O)c(C=NCCCn2ccnc2)c(=O)[nH]c1=O	1	4
42	COc1ccc(N=Cc2c(O)n(CC3CCCO3)c(=O)[nH]c2=O)cc1 (stereo unspecified)	5	-8
43	CCOC(=O)c1cc2c(cn1)[C@H](CCO)NC2	3	4
44	Cc1ccc2nc3c(cc2c1)CC1(C(=O)N(C)C(=O)N(C)C1=O)C1COCCN31 (stereo unspecified)	-27	1
45	c1ccc(CNCCc2c[nH]c3ccccc23)cc1	3	2
46	CN1C(=O)C(=Cc2ccccc2OCc2ccccc2Cl)C(=O)N(C)C1=O	2	-4
47	CCC(C)NC(=O)CN1C(=O)CN=C(c2ccccc2)c2ccccc21 (stereo unspecified)	-7	-7
48	N#Cc1cn(C2OC(CO)C(O)C2O)c2ncnc(N)c12 (stereo unspecified)	90*	-49*

# 2 records picked at random from the list so far:
no.	compound	H9c2 TAG inh	H9c2 TAG inh DAPI viability
47	CCC(C)NC(=O)CN1C(=O)CN=C(c2ccccc2)c2ccccc21 (stereo unspecified)	-7	-7
45	c1ccc(CNCCc2c[nH]c3ccccc23)cc1	3	2

# Next part:
no.	compound	H9c2 TAG inh	H9c2 TAG inh DAPI viability
49	Cc1nn(Cc2ccccc2)c(C)c1C(=O)OCC(=O)Nc1cccc(S(N)(=O)=O)c1	-4	-9
50	CCCCn1c(=O)c(C=Nc2cccnc2Cl)c(O)n(CCCCl)c1=O	-8	-4
51	O=P1(NCCCl)OCCCN1CCCl (stereo unspecified)	-12	5
52	CC12CN3CC(C)(CN(C1)C3c1ccco1)C2=O (stereo unspecified)	15	-11
53	Cn1ncc(Cl)c1C(=O)N1CCC2(CC1)OCCO2	-12	1
54	C=CCn1c(O)c(C(CC)=NCCC2=CCCCC2)c(=O)[nH]c1=O	4	16
55	CCN1CCN(C(=O)Cc2coc3ccc4ccccc4c23)CC1	-33	2
56	O=C(Cc1ccccc1)Oc1ccc([N+](=O)[O-])cc1	6	-10
57	O=C(c1ccccc1)C1NC1c1ccccc1 (stereo unspecified)	11	2
58	O=C(Nc1ccccc1)NC1CC2CCC(C1)N2 (stereo unspecified)	3	0
59	COc1ccc(CCNCc2cccn2C)cc1OC	3	-8
60	Cc1nc2ccc(Cl)cc2c(=O)n1-c1cccc(Cl)c1	3	6
61	COC(=O)C1=C(c2ccc3ccccc3c2)C[C@@H]2CC[C@H]1N2C(=O)NCCO	-8	-2
62	C1CN(P2(N3CC3)=NP(N3CC3)(N3CC3)=NP(N3CC3)(N3CC3)=N2)CCO1 (stereo unspecified)	1	-15
63	Cc1cccc(OP(N)(N)=O)c1C	-24	8
64	Cc1ccc(S(=O)(=O)Oc2ccccc2C=C2C(=O)N(C)C(=O)N(C)C2=O)cc1	-8	1
65	CCOC(=O)c1cccc(C2=C(CNC(=O)c3ocnc3C)[C@H]3CC[C@@H](C2)N3Cc2ccccc2)c1	-9	2
66	O=C(CF)N(O)c1ccc(C=Cc2ccccc2)cc1	-8	-10
67	Cc1cccc(N2C(=O)CC(=O)NC2=O)c1	8	13
68	COC(=O)C1=C(c2ccc(OCc3ccccc3)cc2)C[C@@H]2CC[C@H]1N2C(=O)NC1CCN(Cc2ccccc2)CC1	30	2
69	CCC(C)N1C(=O)/C(=C\c2cnc(N(C)C)nc2)C(=O)NC1=S (stereo unspecified)	6	0
70	O=c1[nH]c(=S)[nH]c(O)c1N=Nc1ccc2c(c1)OCCO2	18	3
71	CCC(=O)C(CCN1CCOCC1)(c1ccccc1)c1ccccc1	9	4
72	O=c1[nH]c2ccccc2n1C1CCN(CCCC(c2ccc(F)cc2)c2ccc(F)cc2)CC1	-8	22
73	COC(=O)N(C)c1ccc(C(O)(C(=O)OC)C(F)(F)F)cc1 (stereo unspecified)	9	1
74	c1ccc2sc(C3CCCNC3)nc2c1 (stereo unspecified)	-30	11
75	CCN(CC)c1ccc(N=Cc2c(O)n(-c3ccc(Cl)cc3)c(=O)[nH]c2=O)cc1	-3	-7
76	Cc1ccc2cc(CNCCc3ccccc3C)c(=O)[nH]c2c1	-8	12
77	O=[N+]([O-])c1oc2ccc3ccccc3c2c1CCO	4	-7
78	O=C1OCCN1P(=O)(c1ccccc1)c1ccccc1	-12	-1
79	CCN(CC)P(=O)(Oc1cccc(C)c1)N(CC)CC	-32	-6
80	COc1ccc2c(c1O)C13CCN(C)C(C2)C1CCC(=O)C3 (stereo unspecified)	11	-6
81	CCOc1ccccc1-n1c(O)c(C=NCCCN(CC)CC)c(=O)[nH]c1=O	-12	10
82	O=C1CC(=O)N(Cc2ccccc2)C(=O)N1	7	4
83	CCNC(=O)C1OC(n2cnc3c(N)ncnc32)C(O)C1O (stereo unspecified)	22	10
84	CN1CCN(Cc2ccc(OC(F)(F)F)cc2)CC1	8	-8
85	Cc1ccc(Cn2nnnc2CN2CCC(n3nnc4cc(C(F)(F)F)ccc43)CC2)cc1	-5	-14
86	Cc1c(NP(=S)(C(C)(C)C)C(C)(C)C)c(=O)n(-c2ccccc2)n1C	-21	5
87	O=S(=O)(c1ccccc1)N1CN2CCN(C2)C1	-2	-3
88	COc1ccc2c(c1)[C@@]13CCC=C[C@H]1[C@@H](C2)NCC3	34	-34
89	O=C(C1CCCN(c2nnc(-n3cccc3)s2)C1)N1CCC2(CC1)OCCO2 (stereo unspecified)	-8	4
90	CCC(=NCC1CCCO1)c1c(O)n(-c2ccc(Cl)cc2)c(=O)[nH]c1=O (stereo unspecified)	0	-7
91	CC(=O)c1cccc(NC2=NCC(C)S2)c1 (stereo unspecified)	6	0
92	CCN(CC)C(=O)c1ccc(NC(=O)c2cccc(S(=O)(=O)N3CCN(Cc4ccccc4)CC3)c2)cc1	-45	-5
93	Cc1ccc(-n2c(-c3ccc([N+](=O)[O-])cc3)nc3ccccc3c2=O)cc1	-9	-1
94	CC1C2Cn3c(nc4ccccc43)C1N(C)O2 (stereo unspecified)	0	3
95	C=CCn1c(O)c(C(C)=Nc2ccc3c(c2)CCC3)c(=O)[nH]c1=O	-16	-1
96	O=C1NC(=O)N(c2ccc(F)cc2)C(=O)/C1=C/c1ccsc1	-8	-12

# 2 entries from above, in transposed form.
[88] COc1ccc2c(c1)[C@@]13CCC=C[C@H]1[C@@H](C2)NCC3
[89] O=C(C1CCCN(c2nnc(-n3cccc3)s2)C1)N1CCC2(CC1)OCCO2 (stereo unspecified)

assay / entry | 88 | 89
H9c2 TAG inh | 34 | -8
H9c2 TAG inh DAPI viability | -34 | 4

# Ordered by heavy-atom count (lowest first): some entries from above
no.	compound	H9c2 TAG inh	H9c2 TAG inh DAPI viability
91	CC(=O)c1cccc(NC2=NCC(C)S2)c1 (stereo unspecified)	6	0
90	CCC(=NCC1CCCO1)c1c(O)n(-c2ccc(Cl)cc2)c(=O)[nH]c1=O (stereo unspecified)	0	-7
92	CCN(CC)C(=O)c1ccc(NC(=O)c2cccc(S(=O)(=O)N3CCN(Cc4ccccc4)CC3)c2)cc1	-45	-5

# (listing goes on)
no.	compound	H9c2 TAG inh	H9c2 TAG inh DAPI viability
97	O=C(Nc1ccccc1)N1Cc2ccccc2-n2nncc2C1	3	2
98	CS(=O)(=O)c1ccc(C2=C(CNC(=O)c3cccs3)[C@H]3CC[C@@H](C2)N3Cc2ccco2)cc1	16	-6
99	CC1=C(C/C(C)=C/c2ccccc2)/C(=C/CO)[C@H](O)[C@](C)(O)C12CC2	-33	-8
100	Clc1cc(Cl)cc(NC2=NCCS2)c1	1	2
101	COc1ccc(CCn2c(O)c(C=Nc3ccc(NC(C)=O)cc3)c(=O)[nH]c2=O)cc1OC	1	57
102	CCN1CCN(c2ccc(N)cc2)CC1	-3	16
103	N#CC1c2ccccc2C=CN1C(=O)c1ccc(N(CCCl)CCCl)cc1 (stereo unspecified)	-23	-4
104	COC(=O)C1=C(c2c(C)noc2C)C[C@@H]2CC[C@H]1N2C(=O)NCCOc1ccccc1Cl	-15	-8
105	CCOc1cc(-c2nc3c(C)cccn3c2NCC2CCCO2)ccc1O (stereo unspecified)	8	36
106	Cc1nn(Cc2ccccc2)c(Cl)c1C(=O)NC1CCCc2ccccc21 (stereo unspecified)	-15	-5
107	O=C(NC1CCCCC1)N1Cc2ccccc2-n2nncc2C1	-12	6
108	O=C1NC(=O)C(=Cc2ccc(-c3ccc(S(=O)(=O)N4CCOCC4)cc3)o2)C(=O)N1	17	-6
109	CCC(C)n1c(C)cc(C(N)=O)c1C (stereo unspecified)	-5	1
110	O=c1c2ccccc2nc(-c2ccco2)n1-c1ccc(Br)cc1	4	4
111	O=C(CN1CC(c2ccccc2)CC1=O)Nc1ccc(F)cc1 (stereo unspecified)	0	-11
112	COc1ccccc1CN1CCNCC1	-12	8
113	COc1cc(C=C2C(=O)NC(=O)NC2=O)ccc1OCc1ccc([N+](=O)[O-])cc1	-27	-3
114	CCOc1ccc(Br)c(C2(O)CC(C)N(C)CC2C)c1 (stereo unspecified)	29	-26
115	CCC(=O)c1ccc(OCC(=O)N2CCN(CC(=O)Nc3ccccc3C(F)(F)F)CC2)cc1	-11	-2
116	O=c1cccc2n1CC1CC2CN(C(c2cccc(F)c2)c2sc3ncnn3c2O)C1 (stereo unspecified)	-13	1
117	Cc1ccsc1/C=C1\C(=O)NC(=S)N(C)C1=O	22	-5
118	N#Cc1ccc(N2CCNCC2)c(F)c1	5	-1
119	O=c1[nH]c(=O)n(Cc2ccco2)c(O)c1C=NC1CC1	-2	0
120	COc1ccc(CN2C(=O)CC(=O)NC2=S)cc1	-4	1
121	COc1cc(C(=O)Nc2ccc(Br)cc2C(=O)c2ccccc2)cc(OC)c1OC	-3	-7

# Nos. 109–112, reprinted for reference:
no.	compound	H9c2 TAG inh	H9c2 TAG inh DAPI viability
109	CCC(C)n1c(C)cc(C(N)=O)c1C (stereo unspecified)	-5	1
110	O=c1c2ccccc2nc(-c2ccco2)n1-c1ccc(Br)cc1	4	4
111	O=C(CN1CC(c2ccccc2)CC1=O)Nc1ccc(F)cc1 (stereo unspecified)	0	-11
112	COc1ccccc1CN1CCNCC1	-12	8

# This is a subset; the hit share may differ from the screen's.
